V1R ag counter – activates human V1a receptor in oxytocin agonist counter-screen | actives 0.25% (n = 320,000) | activation, % at 3 µM | P37288 | CHO-V1R cells, Fluo-8 calcium fluorescence, agonist mode; 0% DMSO, 100% 3 nM vasopressin;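 active means activation above the mean activation of all tested compounds plus 3 SD, per screening run, cut at about 20% in these data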;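 further: signal is peak over basal fluorescence ratio across a 100 second FLIPR read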
Target sequence (P37288 whole entry, looked up): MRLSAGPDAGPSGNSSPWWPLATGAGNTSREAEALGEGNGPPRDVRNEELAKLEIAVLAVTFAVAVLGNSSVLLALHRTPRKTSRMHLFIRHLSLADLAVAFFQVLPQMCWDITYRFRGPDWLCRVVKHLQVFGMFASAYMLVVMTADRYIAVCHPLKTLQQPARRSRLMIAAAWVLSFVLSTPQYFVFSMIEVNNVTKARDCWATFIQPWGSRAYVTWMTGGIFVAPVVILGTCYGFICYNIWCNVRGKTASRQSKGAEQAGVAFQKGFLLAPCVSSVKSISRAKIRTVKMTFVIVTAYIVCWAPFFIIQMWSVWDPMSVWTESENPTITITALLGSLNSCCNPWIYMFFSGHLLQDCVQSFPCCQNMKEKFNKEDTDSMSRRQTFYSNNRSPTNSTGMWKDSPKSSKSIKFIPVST
M1 ag – human M1 muscarinic receptor agonism | actives 0.33% (n = 360,000) | AID 588814 | activation, % at 3 µM | CHO-K1 hM1, Fluo-8 calcium fluorescence, agonist mode; 0% DMSO, 100% acetylcholine EC100;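 active means activation above the run's mean compound activation plus 3 SD, cut at about 16% in these data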;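 further: peak over basal fluorescence ratio within a 140 s kinetic read after compound addition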
CHRM1 PAM – potentiates human M1 receptor response to acetylcholine; P11229; CHO-K1 hM1, Fluo-8 calcium fluorescence, ACh EC20; 0% = ACh EC20, 100% = maximal ACh; activation, % at 3 µM; actives 0.088% (n = 360,000); AID 588819; in the data active means activation above about 19%, passing the limit was not always enough
OXTR ag – human OXTR agonism; activation, % at 3 µM; P30559; AID 2435; CHO-OTR cells, Fluo-8 calcium fluorescence; normalized: DMSO 0%, oxytocin 100%; actives 0.32% (n = 320,000);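 active means activation above the mean of all tested compounds plus 3 SD, cutoff set per screening run, cut at about 20% in these data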;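 further: peak over basal fluorescence ratio from a 100 s FLIPR kinetic read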
CHRM1 antagonist – blocks human M1 muscarinic receptor; actives 1.3% (n = 360,000); AID 588852; inhibition, % at 3 µM; CHO-K1 hM1, Fluo-8 calcium fluorescence, ACh EC80 antagonist; P11229;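 active means percent inhibition above its own plate's cutoff, namely the mean of that plate's compound wells plus 3 SD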;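 further: peak over basal fluorescence ratio during 140 s after agonist addition; 0% = ACh EC80 plus DMSO and 100% = DMSO alone without agonist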
CHO parental Ca – counter-screen: ATP calcium response change in parental CHO cells. parental CHO-K1, ATP-induced calcium, Fluo-8 fluorescence. actives 0.63% (n = 330,000). inhibition, % at 5.6 µM;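 active means inhibition above that plate's mean sample inhibition plus 3 SD, cut at about 26% in these data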;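 further: 0% = ATP-challenged DMSO wells and 100% = DMSO wells without ATP; some compounds past the cut are filed as inactive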
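Test system: parental CHO cells; detection: calcium-sensitive Fluo-8 fluorescence; evaluation: percent inhibition of calcium signal; also added: ATP as calcium-mobilizing challenge; repeats: one well per compound; control set: ATP-challenged DMSO wells low, unchallenged DMSO wells high; compound: single nominal dose of 5.6 µM per compound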
OXTR potentiator – human OXTR potentiation; CHO-OTR cells, Fluo-8 calcium fluorescence, potentiator mode; 0% = oxytocin EC15, 100% = EC100; AID 2445; P30559; actives 0.061% (n = 320,000); activation, % at 3 µM;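 active means activation above that plate's cutoff, the mean activation of tested compounds plus 3 SD, cut at about 6.6% in these data, passing the limit was not always enough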;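 further: 100% uses oxytocin at 75 nM as the full agonist control; some results filed as inactive read as strong as hits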
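Dosing: Single dose, 3.0 µM nominal final compound concentration | Material: Human OTR in CHO cells | Technique: Kinetic Fluo-8 calcium fluorescence | Benchmarks: EC15 oxytocin alone as 0%, 75 nM oxytocin as 100% | Probe or stimulus: Oxytocin at about EC15, sub-maximal agonist stimulus | Incubation: Compound 6 min at room temperature before oxytocin, 100 s read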
TAAR1 ag – agonists of human TAAR1; CHO RD-HGA16 TAAR1, Fluo-8 calcium fluorescence; vehicle wells 0%, saturating PEA agonist 100%; activation, % at 3 µM; actives 0.99% (n = 360,000);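 active means activation above the mean activation of all test compounds in the run plus 3 SD, cut at about 38% in these data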
Target sequence (Q96RJ0 whole entry, looked up): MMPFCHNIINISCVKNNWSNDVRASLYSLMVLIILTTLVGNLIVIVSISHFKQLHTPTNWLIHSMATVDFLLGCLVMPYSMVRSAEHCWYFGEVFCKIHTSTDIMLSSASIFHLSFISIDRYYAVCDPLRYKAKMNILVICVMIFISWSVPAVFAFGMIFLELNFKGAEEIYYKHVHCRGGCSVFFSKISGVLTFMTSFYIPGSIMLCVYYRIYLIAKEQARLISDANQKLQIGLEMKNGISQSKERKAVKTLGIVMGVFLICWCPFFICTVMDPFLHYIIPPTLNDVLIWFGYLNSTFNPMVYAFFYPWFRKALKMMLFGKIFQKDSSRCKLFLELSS
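Benchmarks: low control DMSO, high control PEA (EC100); System: CHO RD-HGA16 cells carrying human TAAR1 plus Gα16; Detection: Fluo-8 fluorescence, 5 s baseline then 140 s kinetic read; Schedule: 17-24 h plating, Fluo-8 75 min 37 °C, 30 min RT; Read-out basis: % activation from peak over basal fluorescence ratio, DMSO-to-PEA scaled.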
TAAR1 antag – human TAAR1 antagonism; Q96RJ0; CHO RD-HGA16 TAAR1, Fluo-8 calcium fluorescence, antagonist; inhibition, % at 3 µM; actives 1.5% (n = 360,000); AID 624466;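 active means inhibition above a per-plate cutoff, the mean inhibition of test compounds on that plate plus 3 SD, cut at about 49% in these data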;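 further: 0% = DMSO plus EC80 beta-PEA response and 100% = DMSO alone without agonist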
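Assay system: CHO-derived RD-HGA16 cells stably expressing human TAAR1 plus Gα16. Timing: 140 s kinetic read after compound, 140 s after agonist. Technique: kinetic Fluo-8 calcium fluorescence measurement. Measure: % inhibition of agonist calcium response.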
Active calls of the source: *; nt = not tested or not shown.

smiles	TAAR1 ag	CHRM1 PAM	M1 ag	OXTR ag	CHO parental Ca	OXTR potentiator	TAAR1 antag	V1R ag counter	CHRM1 antagonist
Cc1ccc(C(=O)N2CCCC(CCC(=O)N3CCN(c4ccccn4)CC3)C2)cc1C (configuration not stated)	3	0	-11	2.6	-12	-13	-7	6.4	-9
CCC(C(=O)Nc1cc(C)cc(C)n1)c1ccccc1 (configuration not stated)	1	-6	-6	-2.9	-25	-1	-47	-1.8	16
COc1ccc2[nH]cc(CCNC(=O)C3CCCNC3=O)c2c1 (configuration not stated)	-1	13	5	-1.5	-4	-4	8	-0.3	-4
O=C(NCc1ccc(Cl)cc1)c1ccc(COCC(F)(F)F)o1	5	5	-2	-0.7	-10	-13	5	1.4	-33
Cn1c(=O)c2c(O)c(C=NCc3ccccc3)c(=O)n(C)c2n(C)c1=O	0	8	-3	0.0	-12	-3	-20	0.9	-9
CCCCCNCc1cccn1C	18	5	-8	-0.3	-6	3	-11	-0.4	-8
COc1ccccc1Nc1nc2c(s1)CCC2	12	-12	-5	-2.6	-14	-13	-1	-1.4	-2
CCOC(=O)C(NC(=O)c1ccccc1)(OCc1ccccc1)C(F)(F)F (configuration not stated)	5	3	-11	-1.8	-13	3	-22	-1.0	-10
Cc1cccc(/C=N/NC(=O)c2ccncc2)n1	3	8	-1	0.8	-12	-1	-4	0.1	-4
CCn1c(CCn2c3ccccc3c3ccccc32)n[nH]c1=S	11	10	-2	0.2	-15	-15	3	0.6	-5
CCc1ncc(C(O)c2cccc3ccccc23)n1C (configuration not stated)	6	-8	-6	2.4	0	1	8	-0.2	3
Cc1ccc(S(=O)(=O)N2CCOCC2)cc1NC(=O)COC(=O)c1n[nH]c(=O)c2ccccc12	3	-6	-1	-0.8	-11	-8	-15	-0.2	15
COc1ccc(-c2ccc3ccccc3n2)cc1OC	-1	-1	-7	-2.3	-18	-7	5	-1.7	5
CCCCN1C2=NCCCN2c2ccccc21	-1	-6	-8	0.6	-9	-2	0	0.3	12
Cc1cc(C(=O)N/N=C/c2cn(C)nc2C)c2ccccc2n1	1	4	-2	-0.1	5	-1	-8	-0.5	-5
COc1ccc(CC(=O)N2CCc3cc(OC)c(OC)cc3C2O)cc1OC (configuration not stated)	2	-2	0	0.9	-12	5	-7	0.0	9
COc1ccc(C2SCC(=O)N2CCc2ccc(OC)c(OC)c2)cc1 (configuration not stated)	6	1	-4	6.4	6	-13	27	9.1	6
O=C(CN1CCN(CC(=O)Nc2ccc(Cl)cc2)CC1)Nc1ccc(F)cc1	0	17	0	0.6	-15	1	-9	1.1	-13
Cc1ccc(S(=O)(=O)N2CCCC(C(=O)NCc3ccccc3F)C2)cc1 (configuration not stated)	0	15	-5	1.1	-24	-2	-24	3.3	-19
CSc1ccccc1NC(=S)Nc1ccccc1C(F)(F)F	10	3	-2	2.6	2	3	8	0.5	-8
COc1ccc2c(=O)c(-c3ccc(C)cc3)c(-c3ccccc3)oc2c1	4	12	3	nt	-29	nt	-42	nt	0
COc1ccc(-c2c(C)nn3c(C)cc(C)nc23)cc1	-2	6	-3	-2.1	-5	-3	-14	-1.8	-2
CCOC(=O)C(N=Nc1nn[nH]n1)C(C)=O (configuration not stated)	0	1	-4	nt	nt	nt	2	nt	-3
COCC(C)n1c(SC(C)C(=O)NC2CCCCC2C)nc2ccccc2c1=O (configuration not stated)	-1	2	0	-2.4	-17	2	-14	-0.8	22
CC(c1ccco1)N(C(=O)Nc1ccccc1)C1CCCCC1 (configuration not stated)	13	-4	-7	-0.2	12	-4	3	-0.6	6
OC(CN1CCN(c2cccc(C(F)(F)F)c2)CC1)c1c[nH]c2ccccc12 (configuration not stated)	5	-2	-3	13	-16	-15	4	6.7	12
Cc1nnc(Sc2cc(C(=O)NCc3ccco3)c3ccccc3n2)s1	1	4	-4	-1.1	-28	-20	19	-0.6	-8
CC(=O)c1ccc(Sc2nnnn2-c2ccccc2)c([N+](=O)[O-])c1	7	3	-12	1.1	2	-6	-9	0.7	-7
Cc1cc(Cl)ccc1NC(=O)Cn1cncn1	-1	15	4	-0.1	9	-2	13	1.2	-3
CSc1ccc(C(=O)C2CCCN(C(=O)c3cc(C)n(C)n3)C2)cc1 (configuration not stated)	1	6	0	1.4	-27	-3	-3	2.3	0
CCOC(=O)c1ccc(NC(=O)COc2ccccc2CNCCc2ccccc2)cc1	81*	-7	-4	13	-2	-17	36	6.6	11
COc1ccc(SCCc2nnc(-c3ccccc3)o2)cc1	-3	12	-4	-1.4	-15	-2	-23	1.6	-11
Cc1ccc2nc(C3CCCN3Cc3nc(CCC(C)C)no3)[nH]c2c1 (configuration not stated)	1	-5	-3	0.7	-27	-1	-15	0.5	6
O=C(O)c1cccc(CSc2nnc(-c3ccc(Cl)cc3)o2)c1	3	4	-3	2.5	4	-5	-35	0.3	-12
CC#CCCCC(=O)Nc1ccc(C(=O)O)cc1	8	14	1	1.3	-13	2	9	0.6	-3
CSc1cccc(NC(=S)N(CCCN2CCCC(C)C2)Cc2cccs2)c1 (configuration not stated)	6	-20	-7	7.9	-8	-6	0	19	24
CCCCN(C)C(=O)Cn1nc(Cc2ccncc2)c2ccccc2c1=O	-1	10	-2	-0.7	-10	-4	6	1.1	-13
CCOC(=O)c1c(-c2ccc(C)o2)csc1NC(=S)NC(=O)c1ccccc1Br	9	3	-1	1.4	-13	2	7	0.3	4
Cc1cccc(NC(=O)C2CCN(C(=O)c3ccc(Cl)cc3)CC2)n1	10	0	4	5.0	-8	-4	-12	5.1	1
CCOC(=O)c1c(NC(=O)CSc2nnc(-c3c[nH]c4ccccc34)n2CC)sc2c1CCCC2	-1	8	-2	-1.6	-21	-5	-13	0.4	-2
COc1cc(C(=O)NCCSc2ccc(Br)cc2)cc(OC)c1OC	10	-4	-6	-1.8	-22	-7	21	0.8	-3
Cc1cc(Cl)ccc1C(=O)C1CCCN(C(=O)c2cccc(N3CCCC3=O)c2)C1 (configuration not stated)	-1	-1	-4	0.3	-32	-7	0	2.5	1
C/C(=N\NC(=O)C1CC1)c1ccc(C)c(C)c1	1	5	-2	nt	nt	nt	-6	nt	-3
O=[N+]([O-])c1ccc(CN2CCN(c3ccc(Cl)cc3)CC2)o1	-1	-5	-9	1.2	-7	-5	7	2.0	2
CC(=O)c1cccc(NC(=O)/C=C/c2ccc([N+](=O)[O-])s2)c1	12	5	-4	nt	nt	nt	-15	nt	-3
Cc1nnc(SCC(=O)NC2CCCCC2)s1	6	10	-8	-0.1	-13	-3	10	-0.5	-4
Cc1ccnc(NC(=O)CCc2c(C)nc3ncnn3c2C)c1	4	5	-4	1.0	-5	6	13	0.7	-6
CSc1ccc(Cl)c(C(=O)NC2CCCC2)c1	-1	0	-4	-1.2	-6	-5	-4	0.1	6
COc1ccc(C2NC(=O)C(=O)/C2=C(\O)c2ccc(Cl)cc2)cc1OC (configuration not stated)	0	0	-1	0.3	-12	-8	0	0.9	-3
Cc1cc([N+](=O)[O-])ccc1NS(=O)(=O)c1ccccc1	6	-1	3	nt	nt	nt	-11	nt	-5

Compound profiles, as listed above:
COc1cc(C(=O)NCCSc2ccc(Br)cc2)cc(OC)c1OC reads TAAR1 ag = 10; CHRM1 PAM = -4; M1 ag = -6; OXTR ag = -1.8; CHO parental Ca = -22; OXTR potentiator = -7; TAAR1 antag = 21; V1R ag counter = 0.8; CHRM1 antagonist = -3
C/C(=N\NC(=O)C1CC1)c1ccc(C)c(C)c1 reads TAAR1 ag = 1; CHRM1 PAM = 5; M1 ag = -2; OXTR ag = nt; CHO parental Ca = nt; OXTR potentiator = nt; TAAR1 antag = -6; V1R ag counter = nt; CHRM1 antagonist = -3

Next section:
smiles	TAAR1 ag	CHRM1 PAM	M1 ag	OXTR ag	CHO parental Ca	OXTR potentiator	TAAR1 antag	V1R ag counter	CHRM1 antagonist
COc1ccc(-c2cc(C)no2)cc1S(=O)(=O)Nc1cccc(CN2CCCC2)c1	4	7	-3	-0.1	-3	-11	-12	0.0	9
O=C(Nc1cc(C(F)(F)F)ccc1Cl)c1cc2nc3c(c(C(F)(F)F)n2n1)CCCC3	0	-4	-2	0.0	-2	0	1	-0.3	15
CCN(CC(=O)Nc1ccc(C#N)cc1)CC(=O)Nc1ccc2c(c1)OCCO2	1	2	-2	nt	nt	nt	2	nt	-7
O=[N+]([O-])c1ccc(N2CCN(CCO)CC2)cc1Sc1nc2ccccc2[nH]1	0	6	-8	-1.8	-11	1	4	-0.1	-1
CC1CCCCC1NC(=O)NC(=O)COC(=O)c1nccnc1N (configuration not stated)	3	4	0	2.4	-16	-2	-6	0.9	-11
OC(COc1ccc(F)cc1Cl)CN1CCc2ccccc2C1 (configuration not stated)	17	9	-7	2.6	-11	-6	-7	1.5	-16
CN(CC(=O)Nc1ccc(F)cc1)C(=O)c1ccc(OCc2cn3ccccc3n2)cc1	2	6	0	-0.1	-9	-9	6	0.5	-16
Cc1cc(C)cc(Oc2coc3cc(OC(=O)c4cccs4)ccc3c2=O)c1	-1	3	-3	-1.7	0	-10	-24	-0.8	-8
Clc1cccc(CNc2ccn3nc(-c4cccc(OCc5ccccc5)c4)cc3n2)c1	5	4	1	nt	nt	nt	-19	nt	-12
O=C(Nc1ccc(O)cc1)c1ccc(NC(=O)C2CCCO2)cc1 (configuration not stated)	1	-2	-2	nt	nt	nt	-2	nt	6
c1ccc(-c2cnnc(N3CCOCC3)n2)cc1	1	8	-4	0.0	-15	5	-9	0.2	-9
CCOC(=O)C(/C=C(\C#N)C(=O)OCC)=C(/N)N1CCN(c2ccc(OC)cc2)CC1	6	8	1	0.1	-8	-12	-2	0.8	12
Cc1ccc(NC(=O)COc2ccccc2)cc1S(=O)(=O)N1CCCCC1	4	4	-2	nt	nt	nt	12	nt	-10
CCCCNC(=S)N/N=C/c1ccc(OCC(=O)Nc2c(C)cc(C)cc2C)c(OC)c1	4	5	-4	-0.3	-19	-8	17	0.1	-3
Cc1ccnc(-n2c(CCN3C(=O)c4ccccc4C3=O)nc3ccccc3c2=O)c1	6	6	-4	-0.8	-7	-12	6	0.1	-4
Cc1cc(OCC(=O)Nn2cnnc2)ccc1Br	nt	24	3	0.8	7	-6	nt	-0.1	-4
